Source: PubChem (National Center for Advancing Translational Sciences (NCATS))
D2 antagonist – antagonizes the human D2 dopamine receptor; 340,000 compounds, 2% hits; P14416; HEK293 TREx D2 cells, calcium flux, dopamine EC80; inhibition, % at 10 µM; in the data active = inhibition above about 30%; note: 0% is about no effect
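Inhibition of EC80 dopamine-driven calcium flux, recorded kinetically, defines activity here; cells are a tetracycline-induced HEK293 T-REx line expressing force-coupled D2.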
TRHR PAM – allosterically enhances the human TRH receptor | TRHR cells, fluo-8 calcium fluorescence, EC20 TRH enhancement | enhancement, % at 2 µM | 360,000 compounds, 0.66% hits; in the data active = enhancement above about 30%; note: 0% is about no effect
Target sequence (P34981 whole entry, looked up): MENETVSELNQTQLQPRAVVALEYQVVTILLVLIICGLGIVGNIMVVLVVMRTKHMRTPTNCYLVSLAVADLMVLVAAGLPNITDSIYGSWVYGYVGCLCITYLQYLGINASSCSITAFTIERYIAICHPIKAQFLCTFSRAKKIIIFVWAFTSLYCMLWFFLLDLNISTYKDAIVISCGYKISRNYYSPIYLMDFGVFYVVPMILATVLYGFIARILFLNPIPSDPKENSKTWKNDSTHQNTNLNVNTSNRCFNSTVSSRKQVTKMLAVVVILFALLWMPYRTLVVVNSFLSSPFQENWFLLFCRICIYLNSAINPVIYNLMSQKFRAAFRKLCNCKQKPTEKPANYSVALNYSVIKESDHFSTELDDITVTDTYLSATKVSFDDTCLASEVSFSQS
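Enhancer read-out: after compound pinning and an initial kinetic agonist-mode read, an EC20 of TRH (10 nM final) was injected and fluo-8 calcium signal (Ex 480/Em 530) followed at 1 s/cycle for 100 cycles in TRHR-expressing cells.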
TrxR1 inh – blocks rat thioredoxin reductase 1; Potency, µM (doses to about 114 µM), for inactives: at the highest dose activity change, negative = inhibition, actives largely listed as inhibitors; 390,000 compounds, 1% hits; recombinant rTrxR1, NADPH fluorescence consumption, selenite substrate; note: potency is the fitted concentration of half-maximal effect; % is set by controls: 0 for no effect and ±100 for the full control effect; nearly all actives have a fitted effect of over 65% in size
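Rat TrxR1 (90 nM in the dispensed reagent) was pre-reduced with 400 uM NADPH for 5 min at room temperature, then incubated with compound for 15 min. After 400 uM selenite was added, NADPH fluorescence (Ex 340/Em 450 nm) was followed for 8 min.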
TRHR agonist – activates the human TRH receptor | TRHR cells, calcium flux fluo-8, FDSS agonist mode | 360,000 compounds, 0.18% hits | activation, % at 2 µM | P34981; in the data active = activation above about 30%; note: 0% is about no effect
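Fluo-8-loaded TRHR cells; 10 s baseline, compound added, kinetic Ca2+ fluorescence read 1/s, agonist mode.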
USP1 inh – USP1/UAF1 (human) deubiquitinase inhibition. O94782. recombinant USP1/UAF1, Ub-Rhodamine cleavage fluorescence. Potency, µM (top dose mostly 57.1 µM), inactives show at the highest dose activity change, negative = inhibition, hits mostly inhibitors. 390,000 compounds, 0.23% hits. AID 743255; note: potency is the fitted concentration of half-maximal effect; % is set by controls: 0 for no effect and ±100 for the full control effect; nearly all actives have a fitted effect of over 60% in size; inactives centre near -12
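High-throughput fluorogenic screen: 1nM USP1/UAF1 complex, Ub-Rho substrate 150nM final, 50mM HEPES pH 7.8 with 0.5mM EDTA, 0.1 mg/ml BSA, 1mM TCEP and 0.01% Tween-20.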
PI4K2A inh – PI4K2A (human) kinase inhibition; Q9BTU6; purified PI4K2A, ADP-Glo luminescence, 1 h; active compounds read low; activity change, negative = inhibition, % at 76.9 µM; 420,000 compounds, 0.13% hits; in the data active = activity change below about -50%; inconclusive = mostly about -30% to -49%;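 note: -100% = wells without enzyme as full effect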
Target sequence (Q9BTU6 whole entry, looked up): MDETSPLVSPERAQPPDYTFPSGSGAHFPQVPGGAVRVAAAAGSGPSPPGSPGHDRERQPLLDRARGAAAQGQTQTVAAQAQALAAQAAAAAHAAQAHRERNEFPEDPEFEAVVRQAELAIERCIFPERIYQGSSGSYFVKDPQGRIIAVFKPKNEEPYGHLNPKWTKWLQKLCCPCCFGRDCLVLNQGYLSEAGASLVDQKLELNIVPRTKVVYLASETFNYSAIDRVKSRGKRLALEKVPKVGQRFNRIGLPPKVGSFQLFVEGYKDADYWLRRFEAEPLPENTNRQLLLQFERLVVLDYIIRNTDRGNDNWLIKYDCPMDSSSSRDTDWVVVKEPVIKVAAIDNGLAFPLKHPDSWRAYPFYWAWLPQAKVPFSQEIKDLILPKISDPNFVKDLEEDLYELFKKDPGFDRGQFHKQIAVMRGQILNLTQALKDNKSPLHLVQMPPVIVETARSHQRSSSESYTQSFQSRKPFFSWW
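ADP-Glo luminescence measured ADP generated by PI4K2A enzyme (4 ug/mL before mixing) with 1.2 mM PI substrate (pre-mix) and 300 microM ATP (pre-mix). Tris pH7.5 buffer with MgCl2, Triton X-100; 1 h reaction at ambient temperature.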
D2 agonist – D2 dopamine receptor (human) agonism. P14416. HEK293 T-REx D2 cells, calcium flux agonist mode. activation, % at 2 µM. 340,000 compounds, 0.53% hits. AID 485358;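 active = activation over 3 SD above normal in the single-dose calcium agonist read, cut at about 30% in these data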; note: 0% is about no effect
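Agonism scored from kinetic calcium signal (1 read/sec, 180 s) following compound pin transfer, after a 10 s baseline. Cells: HEK293 Trex line expressing inducible D2 receptor coupled to calcium, dye-loaded after overnight culture at 30 C.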
IDH1 R132H inh – human IDH1 R132H inhibition; O75874; IDH1-R132H enzyme, NADPH consumption, diaphorase/resazurin fluorescence; Potency, µM (top dose mostly 76.6 µM), inactives show top-dose activity change, negative = inhibition, most hits filed as inhibitors; 390,000 compounds, 0.093% hits; AID 602179; note: potency is the fitted concentration of half-maximal effect; % is set by controls: 0 for no effect and ±100 for the full control effect; nearly all actives have a fitted effect of over 65% in size
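IDH1-R132H (0.5 ug/mL dispensed) in pH 7.5 Tris buffer was preincubated 30 min with compound, then given a substrate mix of 0.016 mM NADPH and 2 mM alpha-KG for 80 min at room temperature; remaining NADPH was read by diaphorase/resazurin fluorescence.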
TrxR1 substrate – is turned over as a substrate by rat TrxR1; 390,000 compounds, 0.01% hits; O89049; purified TrxR1 substrate turnover, NADPH consumption readout; Potency, µM (titrated, usually from 114 µM), inactives show at the highest dose activity change, negative = substrate turnover; note: potency is the fitted concentration of half-maximal effect; % is set by controls: 0 for no effect and ±100 for the full control effect; nearly all actives have a fitted effect of over 50% in size
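Rat TrxR1, dispensed at 90 nM, was prereduced with 400 uM NADPH (final) for 5 min at ~22 deg C, then incubated with compound 15 min before 400 uM selenite. A first-read NADPH fluorescence drop versus no-compound background flagged substrates.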
Active calls of the source: *; ? = inconclusive; · = no result given; [ ] = remark or other dose. Unless noted, calls come from the whole dose curve; as a rule, active = well fitted inhibition curve with a large enough effect; inconclusive = small, poorly fitted or top-dose-only effect; inactive = no such curve, though single readings can be large or run the other way.

SMILES | D2 antagonist | TRHR PAM | TrxR1 inh | TRHR agonist | USP1 inh | PI4K2A inh | D2 agonist | IDH1 R132H inh | TrxR1 substrate
CCOC(=O)C1CCN(C(=O)C(C)N(c2ccc(Oc3ccccc3)cc2)S(C)(=O)=O)CC1 (stereo unspecified) | 16 | 16 | 16% | 0.1 | -21% | 2 | -0.2 | 12% | -8%
COc1ccc(OC)c(CNc2ccc3c(c2)CCC3)c1 | 7 | 35* | 4% | 0.4 | -28% | 1 | 0.1 | -4% | 9%
CCc1ccc2nc(-c3cccc(C)c3)nc(SCC(=O)NCC3CCCO3)c2c1 (stereo unspecified) | · | 5 | 23%[57.1 µM] | 0.4 | -14% | 3 | · | 4% | -1%
Cc1coc2c(O)cc3c(c12)OC1(N2CCCCC2)C(=O)NCCCC31 (stereo unspecified) | -15 | 0 | ? | 0.0 | ? | -21 | 1.6 | 9% | -11%
Cc1cc(C(F)F)nn1CC(=O)NCc1ccc(Cl)cc1Cl | -20 | 2 | 9% | -0.3 | -8% | -8 | 0.6 | 5% | 0%
CC(=O)c1cccc(S(=O)(=O)Nc2ccc(N3CCOCC3)cc2)c1 | -10 | 3 | 7% | 0.4 | -2% | -11 | -2.3 | -9% | 3%
COc1ccc(NC(=O)CS(=O)CC(=O)NC2CCCc3ccccc32)cc1 (stereo unspecified) | -7 | 0 | -6% | 0.3 | 0% | -7 | 0.3 | -9% | -5%
COc1cccc(-c2nn(C)c3sc(C(=O)N4CCN(c5ccccc5)CC4)cc23)c1 | -15 | -1 | 26% | 0.4 | -21% | -7 | 0.5 | 5% | 15%
CCN(CC)C(=O)CN(c1cccc(Br)c1)S(C)(=O)=O | -7 | -3 | -1%[57.1 µM] | 0.6 | -9% | -2 | 0.0 | -3% | -5%[57.1 µM]
CCc1ccc2occ(CC(=O)Nc3ccc(C)c(C)c3)c2c1 | · | 63* | 4% | -1.4 | -8% | -3 | -1.4 | 18% | 1%
CCn1c(CNC(=O)c2ccccc2F)nnc1SCC(=O)Nc1nncs1 | -9 | 2 | -14%[57.1 µM] | 0.5 | 2% | -3 | 0.2 | 0% | -7%[57.1 µM]
FC(F)(F)c1ccc2c(c1)[nH]c(=S)n2C1CC1 | -6 | 2 | 14%[57.1 µM] | -0.1 | -2% | -5 | -0.1 | 4% | 8%[57.1 µM]
Cc1ccsc1C(C(=O)NC1CCCCC1)N(C(=O)Cc1cccs1)C1CC1 (stereo unspecified) | 2 | -8 | 19% | 0.8 | 15% | 0 | 0.6 | 3% | 7%
Cc1nc2c(sc3nc(N4CCOCC4)c4c(c32)CC(C)(C)OC4)c(-c2ccccc2)c1C(=O)O | 0 | 3 | 18% | 0.4 | -20% | 3 | -0.1 | -2% | 7%
O=C(c1cccc(Cl)c1)N1CCC(c2nc3c(nnn3Cc3ccc(F)cc3F)c(=O)[nH]2)CC1 | · | 3 | ? | -0.4 | -8% | -2 | 0.6 | 5% | 4%
CCC/C(=C1/c2ccccc2C(=O)N1c1ccccc1)c1ccc2c(c1)OCCO2 | -7 | -2 | 14% | 0.1 | -26% | -4 | 0.0 | -1% | -3%
Cc1ccccc1NC(=O)c1cc(-c2ccco2)nc2ccccc12 | · | · | -48% | · | 9% | -7 | · | 6% | 43%
CCOc1ccc2nc(/N=C/c3nc(-c4ccccc4)oc3O)sc2c1 | -4 | -3 | 6%[57.1 µM] | 18 | -8% | 7 | 13 | -1% | 11%[57.1 µM]
CC(C)CN(C(=O)COC(=O)CCc1c[nH]c2ccccc12)c1c(N)n(Cc2ccccc2)c(=O)[nH]c1=O | 0 | -2 | 10% | 0.4 | -19% | -4 | -0.1 | -9% | -1%[57.1 µM]
CN(Cc1nc2ccccc2n1C)c1ccccc1 | -1 | 5 | -3%[57.1 µM] | -0.6 | 2% | 0 | -0.1 | 2% | -8%[57.1 µM]
CC12CCC(=O)C=C1CCC1C2CCC2(C)C(c3csc(N)n3)CCC12 (stereo unspecified) | · | · | 0%[11.4 µM] | · | -4% | -2 | · | 0% | 5%[11.4 µM]
COc1ccc(/C=N/NC(=O)CN(C2=NS(=O)(=O)c3ccccc32)c2ccccc2)cc1 | 8 | -3 | 6%[0.457 µM] | 0.3 | -8% | 3 | 0.1 | 0% | -4%
CC(=O)N1CCN(c2ccc(NCc3cccc(C)c3)cc2)CC1 | 2 | -4 | -4%[57.1 µM] | -0.4 | · | -13 | -1.2 | · | 4%
Cc1cccc(Nc2nc(-c3ccc(O)c(O)c3)cs2)n1 | -11 | 3 | 16% | 0.2 | -8% | -3 | 0.2 | -13% | 5%
COC(=O)c1sc(SC)c(-c2ccon2)c1C | -5 | -4 | 1%[57.1 µM] | -0.1 | -12% | 4 | -0.5 | 1% | 2%[57.1 µM]
O=C(NCCO)C(=O)Nc1cc2c3c(c1)CC(=O)N3CCC2 | -13 | 2 | -1% | 1.8 | -4% | -6 | -0.1 | -9% | -8%
Cc1cccc(N(Cc2cc3cc(C)ccc3[nH]c2=O)C(=O)c2cccs2)c1 | 20 | 3 | -1% | -0.4 | -5% | 1 | -1.1 | -1% | -5%
Cc1ccc(NC(=O)c2c(NC(=O)C(F)(F)F)sc3c2CCCCC3)cc1 | · | 9 | 1% | 1.9 | -19% | -4 | 8.2 | -13% | 2%
CCC1CCCCN1C(=O)c1ccc2c(c1)C(=O)N(c1ccc(C)cc1)C2=O (stereo unspecified) | 19 | -5 | 12% | 0.5 | -14% | 0 | -0.5 | 10% | 11%[0.0914 µM]
CN(C(=O)c1cccc(NC(=O)c2ccccc2)c1)C1CCCCC1 | -14 | -1 | 25% | 1.6 | -22% | -2 | 0.3 | -9% | 1%
CCc1ccc(NC(=O)C(=O)c2ccccc2NC(C)=O)cc1 | 10 | -1 | -2% | -1.3 | 2% | 1 | 0.1 | 7% | -7%
CN1CCN(c2ccc(NC(=S)NC(=O)c3cccc4ccccc34)cc2)CC1 | -2 | 9 | ? | 1.5 | -25% | -1 | -0.8 | -2% | 4%
O=C(NCc1ccc(Cl)cc1)C1(c2cccs2)CCOCC1 | · | -1 | 9%[57.1 µM] | -0.4 | -23% | 3 | 0.3 | 0% | -3%[57.1 µM]
O=C(Cn1c(=O)n(Cc2nc(-c3ccccc3)no2)c(=O)c2ccccc21)Nc1cccc(Cl)c1 | · | 0 | 26% | 0.7 | -3% | -2 | · | 9% | 1%
O=S(=O)(c1cnc(Cl)c(Cl)c1)N1CCCc2ccccc21 | 20 | -6 | -12% | -0.3 | -5% | 2 | 0.8 | 6% | -3%
CC(C)COC(=O)NC1c2ccccc2Oc2ccccc21 | 7 | 6 | 25% | 0.3 | -7% | 0 | -1.9 | -4% | 2%
COCCNC(=O)c1ccccc1NC(=O)CSc1ccc(C)cc1 | -1 | 9 | -14% | 0.4 | 0% | -8 | 0.0 | -11% | -10%
O=S(=O)(c1ccccc1)N1CCC(=NO)CC1 | 8 | -3 | 22% | -1.4 | -19% | -6 | 0.9 | 6% | 6%[57.1 µM]
COc1ccccc1-c1sc2ccccc2c1-c1ccc2c(c1)OCO2 | 2 | -2 | 26%[57.1 µM] | 0.5 | ? | -5 | 0.5 | -5% | 11%[57.1 µM]
COc1ccc(-c2nsc(NC(=O)c3cccc(OC)c3)n2)cc1 | · | 11 | 28% | 1.2 | -11% | 0 | -0.8 | -4% | 4%
COc1cc(OC)c(NC(=O)c2ccc3c(Cl)c4c(nc3c2)CCCC4)cc1Cl | · | -3 | 21% | -0.1 | -13% | 0 | 0.6 | -1% | 7%
CCOC(=O)CNC(=O)CSc1nnc(-c2cccc(OC)c2)n1CC | -19 | 7 | 12%[57.1 µM] | 0.9 | -2% | -1 | -0.1 | 3% | 8%[57.1 µM]
Cn1cnnc1SCc1ccc(F)c2ccccc12 | -6 | 5 | 1%[57.1 µM] | 0.7 | -4% | 0 | 0.1 | 10% | 7%[57.1 µM]

Profiles, quoted from the list.
Record of CCc1ccc2occ(CC(=O)Nc3ccc(C)c(C)c3)c2c1 = D2 antagonist: ·; TRHR PAM: 63*; TrxR1 inh: 4%; TRHR agonist: -1.4; USP1 inh: -8%; PI4K2A inh: -3; D2 agonist: -1.4; IDH1 R132H inh: 18%; TrxR1 substrate: 1%
Record of CC(C)CN(C(=O)COC(=O)CCc1c[nH]c2ccccc12)c1c(N)n(Cc2ccccc2)c(=O)[nH]c1=O = D2 antagonist: 0; TRHR PAM: -2; TrxR1 inh: 10%; TRHR agonist: 0.4; USP1 inh: -19%; PI4K2A inh: -4; D2 agonist: -0.1; IDH1 R132H inh: -9%; TrxR1 substrate: -1%[57.1 µM]

3 compounds from above, sorted by number of heavy atoms, lowest first.
SMILES | D2 antagonist | TRHR PAM | TrxR1 inh | TRHR agonist | USP1 inh | PI4K2A inh | D2 agonist | IDH1 R132H inh | TrxR1 substrate
O=S(=O)(c1cnc(Cl)c(Cl)c1)N1CCCc2ccccc21 | 20 | -6 | -12% | -0.3 | -5% | 2 | 0.8 | 6% | -3%
O=C(NCCO)C(=O)Nc1cc2c3c(c1)CC(=O)N3CCC2 | -13 | 2 | -1% | 1.8 | -4% | -6 | -0.1 | -9% | -8%
Cc1ccc(NC(=O)c2c(NC(=O)C(F)(F)F)sc3c2CCCCC3)cc1 | · | 9 | 1% | 1.9 | -19% | -4 | 8.2 | -13% | 2%
